SMARCA2 act: activators of SMARCA2 function | MG213 cells, MMTV-luciferase reporter, dexamethasone, overnight | activation, % at 9.1 µM | 370,000 compounds, 1% hits; in the data active = activation above about 7.8%;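 also: 0% = vehicle wells and 100% = reference activator wells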
PLC-gamma1 inh: blocks human PLC-gamma1 enzyme activity | inhibition, % at 12.2 µM | P19174 | 370,000 compounds, 0.84% hits | purified PLC-gamma1, fluorogenic substrate, fluorescence; in the data active = inhibition above about 9.5%
ADAM17 inh: inhibitors of human ADAM17 | P78536 | recombinant ADAM17, EDANS/DABCYL FRET peptide cleavage | inhibition, % at 6.95 µM | 370,000 compounds, 0.83% hits;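 active = inhibition above the mean of compounds lying between control limits plus 3 SD, set per campaign, cut at about 8.5% in these data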;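 also: 0% = DMSO-only wells as the low control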
Target sequence (P78536 215-824 limits assumed): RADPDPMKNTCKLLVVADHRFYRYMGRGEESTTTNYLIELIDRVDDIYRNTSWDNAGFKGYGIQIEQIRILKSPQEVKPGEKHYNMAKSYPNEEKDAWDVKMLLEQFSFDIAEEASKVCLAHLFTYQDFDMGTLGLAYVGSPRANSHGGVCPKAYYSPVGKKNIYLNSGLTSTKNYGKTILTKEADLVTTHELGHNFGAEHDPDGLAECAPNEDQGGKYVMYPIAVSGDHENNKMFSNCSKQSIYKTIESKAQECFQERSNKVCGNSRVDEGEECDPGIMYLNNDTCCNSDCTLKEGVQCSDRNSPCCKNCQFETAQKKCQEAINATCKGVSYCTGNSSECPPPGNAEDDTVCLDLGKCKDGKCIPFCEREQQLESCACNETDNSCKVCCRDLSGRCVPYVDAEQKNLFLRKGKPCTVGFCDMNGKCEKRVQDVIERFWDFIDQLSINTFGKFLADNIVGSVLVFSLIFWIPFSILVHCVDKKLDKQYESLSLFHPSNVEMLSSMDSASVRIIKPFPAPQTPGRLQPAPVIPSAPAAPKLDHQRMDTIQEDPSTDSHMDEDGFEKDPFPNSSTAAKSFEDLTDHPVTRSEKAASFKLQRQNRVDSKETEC
ssDAF-12 act: S. stercoralis DAF-12 activation, primary screen | activation, % at 6.8 µM | HEK293 ssDAF-12/GRIP1 lit1-tk-luc reporter, luminescence; % of 3 µM dafachronic acid response | 370,000 compounds, 1% hits | AID 652126;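 active = activation above the mean over all tested compounds plus 3 SD, cut at about 0.9% in these data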;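 also: 0% = DMSO-only wells and 100% = 3 µM delta7-dafachronic acid wells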
PLCb3 inh: PLC-beta3 (human) inhibition, primary screen; Q01970; Purified PLC-beta3, fluorogenic substrate, fluorescence; inhibition, % at 12.2 µM; 370,000 compounds, 0.18% hits; AID 720704; in the data active = inhibition above about 11%;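 also: 0% = median of compound wells on plate and 100% = full blocker control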
Rev-erbA mod: modulators of human Rev-erb alpha DNA binding; P20393; Rev-erbα–FITC-DNA binding, fluorescence polarization, 90 min; activity, % at 10 µM; 370,000 compounds, 0.79% hits;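 active = activity above about 14%, limit read from the data; passing the limit was not always enough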;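 also: 0% = DMSO wells with 35 nM protein and 100% = DMSO wells with 750 nM protein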
hgDAF-12 ag: agonists of H. glycines DAF-12 nuclear receptor; activation, % at 6.8 µM; 370,000 compounds, 1.8% hits; AID 687014; HEK293 GAL4-hgDAF12 UAS-luciferase reporter, agonist luminescence; normalized to butyrate control;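 active = activation above a cutoff set at the mean of all screened compounds plus 3 SD, cut at about 10% in these data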;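 also: 0% = DMSO wells and 100% = sodium butyrate wells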
MBD2 inh: blocks human MBD2 binding to methylated DNA. TR-FRET, MBD2 binding to methylated oligonucleotide. inhibition, % at 4.4 µM. 370,000 compounds, 0.31% hits. AID 686964; in the data active = inhibition above about 13%
Target sequence (Q9UBB5 whole entry, looked up): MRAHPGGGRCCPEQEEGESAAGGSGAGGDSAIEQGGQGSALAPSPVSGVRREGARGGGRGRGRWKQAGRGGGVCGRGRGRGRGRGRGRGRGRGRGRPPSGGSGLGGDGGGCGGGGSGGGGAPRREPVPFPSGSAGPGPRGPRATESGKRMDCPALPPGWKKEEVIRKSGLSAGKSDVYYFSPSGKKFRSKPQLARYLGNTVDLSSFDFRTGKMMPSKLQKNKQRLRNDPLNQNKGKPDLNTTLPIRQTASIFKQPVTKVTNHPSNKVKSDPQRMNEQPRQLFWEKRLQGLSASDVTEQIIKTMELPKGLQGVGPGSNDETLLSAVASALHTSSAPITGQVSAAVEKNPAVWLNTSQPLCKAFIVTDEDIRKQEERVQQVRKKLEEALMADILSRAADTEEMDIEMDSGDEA
DAX1 inh-1: DAX1 (NR0B1) inhibition, primary screen. AID 652010. 370,000 compounds, 1.1% hits. HEK293T StAR-luciferase reporter, SF-1/DAX-1 repression relief. inhibition, % at 6.8 µM;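 active = inhibition above the mean over all tested compounds plus 3 SD, cut at about 3.6% in these data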;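 also: 0% = DAX-1 cells with DMSO and 100% = cells lacking DAX-1 with DMSO; higher inhibition means more luminescence from relief of DAX-1 repression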
DAX1 inh-2: NR0B1 (DAX1) inhibition. P51843. HEK293 Gal4-DAX1 luciferase reporter, luminescence. inhibition, % at 6.75 µM. 340,000 compounds, 0.99% hits. AID 504766;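 active = inhibition above the mean over all tested compounds plus 3 SD, cut at about 4.2% in these data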;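 also: 0% = DAX1-transfected cells with DMSO and 100% = empty-vector control cells with DMSO; inhibition shows as a rise in luminescence from relieved DAX1 repression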
hcDAF-12 act: activates DAF-12 receptor from parasite H. contortus. HEK293 hcDAF-12 lit1-tk-luc reporter, luminescence; 0% DMSO, 100% Δ7-dafachronic acid. activation, % at 6.8 µM. 370,000 compounds, 1.4% hits;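 active = activation above the mean of all tested compounds plus 3 SD, cut at about 5.5% in these data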;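 also: 100% = response to 3 µM Δ7-dafachronic acid high control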
Numbers without * were called inactive; nt = not tested or not shown; & = joins results of further samples.

SMILES	SMARCA2 act	PLC-gamma1 inh	ADAM17 inh	ssDAF-12 act	PLCb3 inh	Rev-erbA mod	hgDAF-12 ag	MBD2 inh	DAX1 inh-1	DAX1 inh-2	hcDAF-12 act
COCCCn1c(SCC(=O)N2CCOCC2)nc2ccccc2c1=O	-2	1	-1	-0.8	1	-3	-0.7	3	-0.1	-0.5	-1.3
CCOC(=O)c1sc(=S)n(C)c1NC(=O)c1cccc(Br)c1	-3	-1	-3	-1.8	-5	-3	0.0	2	-0.6	nt	-1.1
O=C(CCc1ccccc1)NCc1cccnc1	5	1	-2	-1.1	1	0	-0.9	3	-0.3	-0.9	0.0
COc1ccccc1Cn1c(-c2ccco2)nc2nc3ccccc3nc21	8.6*	-36	-17	-0.4	-47	7	1.2	3	0.6	-0.3	0.2
Cc1onc(-c2ccccc2)c1C(=O)NCc1ccc(F)cc1	-4	1	-1	-1.1	1	-1	0.2	4	-0.4	0.1	-1.3
CCCCN(C)CCNC(=O)C1CCN(S(=O)(=O)c2cccc3nsnc23)CC1	-5	0	-1	-0.8	-11	-1	0.4	-1	0.4	-0.1	-0.7
CCOc1ccc(C(=O)NCC(=O)NCCSc2ccc(Br)cc2)cc1OCC	-5	3	-1	-1.0	-9	5	-1.3	6	-2.5	0.6	-2.0
NC(=O)c1ccccc1	4	3	-2	0.0	0	-1	1.0	-1	1.6	-1.5	0.9
COc1cc(S(=O)(=O)NCC2OCCc3ccccc32)ccc1-n1cnnn1 (stereo not given)	-3	-2	-5	-2.1	1	-6	2.3	5	-1.4	-0.1	-2.3
COC(=O)c1cc(NC(=O)C2CC(=O)NC(=NCc3ccc(OC)cc3)S2)cc(C(=O)OC)c1 (stereo not given)	-1	1	-8	-0.1	-1	1	-3.1	-3	0.1	-0.1	-2.0
CCC1Nc2ncnc(N3CCCCC3)c2N(Cc2ccc(OC)cc2)C1=O (stereo not given)	-1&-1	3&2	-2&-1	-1.1&-0.8	-6&0	-4&-1	-1.0&-2.3	2&-6	0.1&-1.0	1.2	-0.4&-1.2
CCOC(=O)CSc1nc(C2CC2)cc(-c2ccc(F)cc2)c1C#N	3	-1	0	-1.1	-2	nt	0.4	6	-0.9	-0.4	-0.3
CCOc1cc(C2Nc3ccccc3C(=O)N2c2ccccc2)ccc1O (stereo not given)	1	-89	-41	-1.2	-95	0	4.5	4	-0.5	1.5	-0.5
Cc1ccc(C)c(NC(=O)CCN2CCc3ccccc3C2)c1	-1	1	0	-1.3	-4	2	-2.6	-5	0.4	-0.2	-1.1
COc1ccccc1Oc1ccc(S(=O)(=O)NCc2ccccn2)cc1	-3	0	0	-2.2	3	0	-2.8	-2	-2.5	-2.5	-2.0
Cc1ccc(SCCC(=O)NC(C)(C)C)cc1	1	3	-3	-0.3	3	-2	4.4	-3	0.6	0.3	-0.9
Cc1cc(C)cc(NC(=O)N2CCC(c3nc4ccccc4o3)CC2)c1	-3	-2	-3	-1.7	-4	2	1.9	-1	-0.2	-1.2	-2.6
COc1ccc(Nc2nnc(SCc3cc([N+](=O)[O-])cc4c3OCOC4)s2)cc1	-4	-2	1	-1.3	-3	-1	0.3	4	-0.2	1.5	-0.3
O=C(NCC(c1cccs1)N1CCOCC1)c1cc([N+](=O)[O-])ccc1Cl (stereo not given)	-1	3	-4	0.2	0	1	5.6	-1	0.0	0.1	3.2
O=C(NCCN1CCOCC1)c1cccc(S(=O)(=O)Nc2ccc(F)cc2)c1	-2	-2	-3	-1.0	-5	3	1.0	-1	0.4	0.1	-0.1

Three compounds already listed, ordered by the number in ADAM17 inh, smallest number first:
Structure | ADAM17 inh
O=C(NCCN1CCOCC1)c1cccc(S(=O)(=O)Nc2ccc(F)cc2)c1 | -3
CCOC(=O)CSc1nc(C2CC2)cc(-c2ccc(F)cc2)c1C#N | 0
COc1ccc(Nc2nnc(SCc3cc([N+](=O)[O-])cc4c3OCOC4)s2)cc1 | 1

(continued)
SMILES	SMARCA2 act	PLC-gamma1 inh	ADAM17 inh	ssDAF-12 act	PLCb3 inh	Rev-erbA mod	hgDAF-12 ag	MBD2 inh	DAX1 inh-1	DAX1 inh-2	hcDAF-12 act
CCOc1ccc(C(=O)N(Cc2ccc(OC)cc2)Cc2cc3cc(OC)ccc3[nH]c2=O)cc1	-3	4	-3	-1.3	-3	2	-0.3	2	-0.8	1.3	-0.5
CCC(C)N(C(=O)COC(=O)CCc1c[nH]c2ccccc12)C1CCS(=O)(=O)C1 (stereo not given)	-2	-2	-5	-1.1	2	-1	0.4	-5	-0.1	0.7	1.3
CCc1nnc(NC(=O)CSc2ccc(-c3cccs3)nn2)s1	2	0	-3	-1.1	1	4	4.7	-1	0.1	0.7	2.0
CCOC(=O)c1cnc2c(C#N)cnn2c1N	-2	0	-5	-2.0	-5	0	-1.0	-1	0.6	-0.7	-0.9
COc1ccc(S(=O)(=O)NCC2CCC(C(=O)NCCC(C)C)CC2)cc1 (stereo not given)	4	0	2	-2.0	4	3	-1.2	-9	-0.5	0.3	-0.4
Cc1cccc(N(C)S(=O)(=O)c2ccc(-c3cc(C)no3)s2)c1	0	-3	4	-1.4	-5	3	-0.5	-3	0.0	-0.1	-0.5
CCC(=O)C1=C(O)C(c2cccc(Oc3ccccc3)c2)CCC1=O (stereo not given)	-3	1	2	-1.5	1	4	-0.8	4	-0.4	-0.2	-1.8
COCCNC(=S)NNC(=O)CSCc1ccc(Cl)cc1Cl	-2	-1	2	-1.4	-5	3	2.7	1	-0.3	1.8	-0.1
CCOc1ccc(/C=N/NC(=O)c2cc(-c3cccn3C)n[nH]2)cc1	0	-7	-2	-0.9	-4	-1	0.3	0	0.4	0.4	-1.6
O=C(NCCCO)C(=O)Nc1cc2c3c(c1)CCN3C(=O)CC2	-4	4	5	-0.1	-9	2	-1.4	-2	0.3	1.0	-0.2

A second format for some results above.
The line under a structure holds: SMARCA2 act | PLC-gamma1 inh | ADAM17 inh | ssDAF-12 act | PLCb3 inh | Rev-erbA mod | hgDAF-12 ag | MBD2 inh | DAX1 inh-1 | DAX1 inh-2 | hcDAF-12 act
- O=C(NCCCO)C(=O)Nc1cc2c3c(c1)CCN3C(=O)CC2
 : -4 | 4 | 5 | -0.1 | -9 | 2 | -1.4 | -2 | 0.3 | 1.0 | -0.2
- Cc1cccc(N(C)S(=O)(=O)c2ccc(-c3cc(C)no3)s2)c1
 : 0 | -3 | 4 | -1.4 | -5 | 3 | -0.5 | -3 | 0.0 | -0.1 | -0.5
- CCc1nnc(NC(=O)CSc2ccc(-c3cccs3)nn2)s1
 : 2 | 0 | -3 | -1.1 | 1 | 4 | 4.7 | -1 | 0.1 | 0.7 | 2.0
- COCCNC(=S)NNC(=O)CSCc1ccc(Cl)cc1Cl
 : -2 | -1 | 2 | -1.4 | -5 | 3 | 2.7 | 1 | -0.3 | 1.8 | -0.1
- COc1ccc(S(=O)(=O)NCC2CCC(C(=O)NCCC(C)C)CC2)cc1 (stereo not given)
 : 4 | 0 | 2 | -2.0 | 4 | 3 | -1.2 | -9 | -0.5 | 0.3 | -0.4

Additional entries
SMILES	SMARCA2 act	PLC-gamma1 inh	ADAM17 inh	ssDAF-12 act	PLCb3 inh	Rev-erbA mod	hgDAF-12 ag	MBD2 inh	DAX1 inh-1	DAX1 inh-2	hcDAF-12 act
COc1cccc(CNC(=O)C(=O)NCC2CCCO2)c1 (stereo not given)	1	-1	-1	-1.1	1	-2	1.5	-3	-0.1	2.4	-0.8
NS(=O)(=O)c1ccc(CCNC(=O)/C=C/c2cccc([N+](=O)[O-])c2)cc1	3	2	0	-0.9	6	3	-1.1	0	-0.8	0.1	-2.1
O=C(COC(=O)c1ccc(F)cc1F)Nc1ccc2c(c1)OCO2	6	0	-1	-0.8	-4	-6	-4.1	-6	2.0	1.3	3.1
O=C1N2CCCc3cccc(c32)C12Nc1ccccc1S2 (stereo not given)	-1	-2	-5	-0.5	-2	-5	-2.7	-2	0.2	-1.0	3.1
COc1ccc(OC)c(NC(=O)CSc2nc(C)cs2)c1	1	-1	-6	-0.9	1	-3	-1.3	7	-0.2	0.4	-1.4
Cn1c(=O)[nH]c2c(c(C(=O)O)nn2C)c1=O	-3	0	0	-0.9	0	-2	-1.0	1	-0.3	2.1	-1.2
O=C(CCC1CCCC1)NCCS(=O)(=O)N1CCN(c2ccccc2F)CC1	2	4	-3	-1.1	-2	1	0.3	-2	-1.6	0.1	-1.4
CCSc1nc(C)c(C)c(=O)[nH]1	-1	2	-2	-1.1	-3	5	-1.6	-4	0.0	0.7	-1.6
COCCCN(C(=O)C1CCCCC1)c1c(N)n(Cc2ccccc2)c(=O)[nH]c1=O	-1	8	3	-0.5	-3	2	0.9	1	1.3	0.1	0.7
COCc1cc(=O)[nH]c(SCCS(=O)(=O)c2ccc(C)cc2)n1	3	2	-5	-1.5	-4	1	0.0	-6	-0.2	0.6	-0.8
COc1cc(C(=O)Nc2ccc(C(N)=O)cc2)c([N+](=O)[O-])cc1OC	-3	1	-3	-1.2	1	1	1.5	1	-0.6	3.3	-1.0
CC1CN(C(=O)CCC(=O)NCc2ccccn2)c2ccccc2O1 (stereo not given)	0	0	-2	-1.2	5	5	-0.5	-3	-0.7	1.2	0.1
O=C(Nc1c(-c2ccc3c(c2)OCO3)[nH][nH]c1=O)c1ccc2c(c1)OCO2	-3	-23	-34	-1.3	-29	1	-3.4	-9	-1.9	nt	-2.1
COC(=O)C1=C(CS(=O)(=O)c2ccc(OC)cc2)NC(=O)NC1c1ccccc1 (stereo not given)	0	0	-1	-0.9	-4	-6	-0.8	-2	0.1	-0.1	-0.5
COc1ccc(Cn2c(-c3ccc(Br)cc3)c[n+]3ccccc23)cc1	-1	7	-8	-0.5	0	2	3.2	2	-1.1	-0.2	3.9
CSc1nnc2c3ccccc3c3ccccc3c2n1	-3	7	2	1.2*	1	-4	-0.9	-1	0.0	1.4	3.2
CCc1ccccc1N1CN(Cc2ccco2)CNC1=S	-5	2	3	-1.3	-4	-5	-0.8	0	0.0	-0.6	-1.6
COc1ccccc1CNC(=O)COc1ccc([N+](=O)[O-])cc1	3	-2	2	-1.6	2	2	-0.4	2	-0.3	2.1	-0.5
Cc1n[nH]c(=O)c2c1nnn2Cc1ccccc1Cl	2	2	-3	-0.8	-4	-1	1.3	0	0.0	-0.2	-0.3
CCCOc1cccc(-c2nn(-c3ccccc3)cc2/C=C(\C#N)C(=O)NCCCn2ccnc2)c1	-1	-49	-2	-0.6	-43	-2	-0.2	4	-0.2	1.5	-1.2
COc1ccccc1N(CC(=O)NC(C)(C)C)C(=O)CCC(=O)Nc1nccs1	0	1	3	0.1	-6	4	-0.1	-5	-0.3	0.1	0.8
CCOc1ccccc1NC(=O)CSc1nnc(-c2ccccc2Cl)n1Cc1ccco1	4	2	2	-1.7	2	2	-1.3	1	-0.6	0.1	-2.2
CCOC(=O)C1=C(CCc2ccccc2)NC(=O)NC1c1ccc(Br)cc1 (stereo not given)	-3	4	5	-1.5	3	5	-2.3	1	-1.0	-0.2	-2.8
O=C(CNC(=O)c1ccc(Br)o1)NNC(=O)c1ccc(Cl)cc1	-1	-3	-2	-1.3	-2	2	0.2	3	0.4	0.0	-0.6
CCOC(=O)C(C)Oc1ccc2c(-c3cccc([N+](=O)[O-])c3)cc(=O)oc2c1 (stereo not given)	0	0	-3	-0.6	-1	-1	-0.7	2	-1.1	1.5	-0.3

Screening data as filed in PubChem.
